INS promoter inh = TRM-6 insulin promoter activity inhibition; TRM-6 cells (human fetal islet line), insulin promoter-eGFP reporter, imaging; reporter expression induced with tamoxifen; inhibition, % at 2 µM; 130,000 compounds, 0.9% hits; AID 1273;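 active means inhibition above the mean plus 3 SD, with well images judged a real hit on visual review, cut at about 60% in these data, passing the limit was not always enough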
SDO1 yeast rescue = restores growth of sdo1-depleted yeast | S. cerevisiae sdo1-depleted JHY4D growth rescue, OD600 30 h; stronger effect = higher value; pdr5 snq2 efflux-pump mutant strain | z-score at 10 µM | 140,000 compounds, 0.21% hits;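 active means z-score above 3 at both the 24 hr and the 30 hr optical density reads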;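 further: z-score against mean and SD of all compound wells on the same plate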
SDO1 yeast rescue Rescue 24 h = recorded beside SDO1 yeast rescue, whose call it bears; z-score; S. cerevisiae sdo1-depleted JHY4D growth rescue, OD600; measured here: growth rescue at 24 h;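 0 is the plate mean of compound wells and units are plate SD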
Starred values were filed as active, the others as inactive. A portion of the library. The share of hits here may be higher or lower than overall.

Screening COC(=O)c1ccc(COn2c(=O)c(C)[n+]([O-])c3ccccc32)cc1 returned INS promoter inh -11, SDO1 yeast rescue -0.2 and SDO1 yeast rescue Rescue 24 h 0.19.
O=C(CCNc1ccc(F)c(Cl)c1)c1ccco1 was read as INS promoter inh -29, SDO1 yeast rescue 0.24 and SDO1 yeast rescue Rescue 24 h 0.08.
Cc1cccnc1NC(=O)Nc1cccs1 was read as INS promoter inh 32, SDO1 yeast rescue 0.36 and SDO1 yeast rescue Rescue 24 h 0.53.
COC(=O)C(NC(=O)c1ccc(C)cc1)(Nc1cccc(C)n1)C(F)(F)F (stereo not given) was read as INS promoter inh -19, SDO1 yeast rescue -0.82 and SDO1 yeast rescue Rescue 24 h -1.8.
CCOC(=O)CSc1ncnc2c(C(=O)OCC)c3n(c12)CCC3 was read as INS promoter inh 28, SDO1 yeast rescue 0.31 and SDO1 yeast rescue Rescue 24 h -0.16.
O=C1c2cccc(OCC(=O)N3CCCc4ccccc43)c2CCN1Cc1ccccc1 was read as SDO1 yeast rescue 0.18 and SDO1 yeast rescue Rescue 24 h 0.39.
For COC(=O)c1cccc(S(=O)(=O)N2CCN(c3nc4ccccc4s3)CC2)c1 the results were INS promoter inh 25, SDO1 yeast rescue -0.9 and SDO1 yeast rescue Rescue 24 h -0.02.
Screening O=c1c2cc3ccccc3n2cnn1Cc1ccccc1F returned SDO1 yeast rescue -1.7 and SDO1 yeast rescue Rescue 24 h -0.99.
`COc1ccc2nc(Nc3nc(CSc4nnc(C)s4)cc(=O)[nH]3)nc(C)c2c1` gave INS promoter inh 44, SDO1 yeast rescue -0.69 and SDO1 yeast rescue Rescue 24 h 0.5.
For COc1ccc2c(c1)CC/C(=C\C=C\c1ccccc1)C2=O the results were INS promoter inh -150, SDO1 yeast rescue -0.47 and SDO1 yeast rescue Rescue 24 h 0.02.
For Cc1cc(C)n2ncc(C(=O)NCc3ccc(Cl)cc3)c2n1 the results were INS promoter inh 4, SDO1 yeast rescue -0.34 and SDO1 yeast rescue Rescue 24 h 0.61.
Cc1cc(C)c[n+](-c2nc3ccccc3nc2[N-]S(=O)(=O)c2ccc(Cl)cc2)c1 was read as INS promoter inh 52, SDO1 yeast rescue 0.34 and SDO1 yeast rescue Rescue 24 h -0.4.
`Cc1ccc(NC(=O)c2ccc(F)c(S(=O)(=O)N3CCOCC3)c2)cc1F` gave SDO1 yeast rescue 0.8 and SDO1 yeast rescue Rescue 24 h 1.4.
Screening O=C(Cc1ccc([N+](=O)[O-])cc1)N1CCCCCC1 returned INS promoter inh -56.
`Cc1cc(F)ccc1NCc1cccnc1` gave INS promoter inh -22, SDO1 yeast rescue -0.27 and SDO1 yeast rescue Rescue 24 h -0.65.
For Cc1ccc(O)c(NC(=S)NC(=O)c2ccc(-c3ccc(Cl)cc3)o2)c1 the results were INS promoter inh 2.
`Cc1ccc(-n2nnnc2Sc2nc([N+](=O)[O-])nn2C)c(C)c1` gave INS promoter inh -10.
Screening CC(C)CN(C(=O)CN1CCN(S(=O)(=O)c2ccc3ccccc3c2)CC1)c1c(N)n(CC(C)C)c(=O)[nH]c1=O returned INS promoter inh 10, SDO1 yeast rescue -0.45 and SDO1 yeast rescue Rescue 24 h -1.9.
`COc1ccc(Cl)cc1N(C)C(=O)CCc1nc(-c2ccc(C)cc2)no1` gave INS promoter inh -2, SDO1 yeast rescue -0.72 and SDO1 yeast rescue Rescue 24 h -0.4.
Cc1ccccc1NC(=S)NC(NC(=O)c1ccco1)C(Cl)(Cl)Cl (stereo not given) was read as INS promoter inh -26, SDO1 yeast rescue 0.78 and SDO1 yeast rescue Rescue 24 h 0.63.
For CC(C)(C)c1ccc(-c2nnc3sc(-c4ccncc4)nn23)cc1 the results were INS promoter inh 27, SDO1 yeast rescue -0.55 and SDO1 yeast rescue Rescue 24 h -0.44.
For O=C(Nc1ccccc1C(F)(F)F)c1cc(S(=O)(=O)N2CCOCC2)ccc1F the results were INS promoter inh 6, SDO1 yeast rescue -0.61 and SDO1 yeast rescue Rescue 24 h -0.96.
CC(=O)OCC(=O)[C@H]1CC[C@H]2[C@@H]3CCC4=CC(=O)CC[C@]4(C)[C@H]3CC[C@]12C was read as INS promoter inh -10, SDO1 yeast rescue -1.1 and SDO1 yeast rescue Rescue 24 h -0.36.
For Cc1cccc(NC(=O)C2CCN(S(=O)(=O)c3cccc4cccnc34)CC2)c1 the results were SDO1 yeast rescue -1 and SDO1 yeast rescue Rescue 24 h -1.3.
Cc1noc(C)c1S(=O)(=O)N1CCCC(C(=O)Nc2cccnc2)C1 (stereo not given) was read as SDO1 yeast rescue 0.4 and SDO1 yeast rescue Rescue 24 h -0.28.
For O=C(COC(=O)/C=C/c1ccc(S(=O)(=O)N2CCOCC2)cc1)NCc1ccc(Cl)cc1 the results were INS promoter inh -9.
CC(=O)N1CCc2cc(Br)cc(S(=O)(=O)NCCN3CCCCC3C)c21 (stereo not given) was read as INS promoter inh -29, SDO1 yeast rescue 0.19 and SDO1 yeast rescue Rescue 24 h -0.13.
c1ccc(Cn2c(Nn3cnnc3)nc3ccccc32)cc1 was read as INS promoter inh -51, SDO1 yeast rescue 0.14 and SDO1 yeast rescue Rescue 24 h 0.1.
`CCN1CCCC1CN(Cc1cc2cc(C)ccc2[nH]c1=O)C(=O)Nc1ccccc1OC` (stereo not given) gave INS promoter inh 19, SDO1 yeast rescue 0.57 and SDO1 yeast rescue Rescue 24 h 0.15.
Screening Cn1c(=O)n(C)c2cc(S(=O)(=O)N3CCOCC3)ccc21 returned INS promoter inh -59, SDO1 yeast rescue 0.99 and SDO1 yeast rescue Rescue 24 h 1.
Screening O=C(Nc1ccccc1)c1cccc(N2CCCC2=O)c1 returned INS promoter inh -28, SDO1 yeast rescue 1.9 and SDO1 yeast rescue Rescue 24 h 1.1.
`COCCNC(=O)CSC1=N/C(=C/c2ccc(Cl)c(Cl)c2)C(=O)N1c1ccccc1F` gave INS promoter inh 18, SDO1 yeast rescue -0.81 and SDO1 yeast rescue Rescue 24 h -0.06.
Screening Cc1ccc(S(=O)(=O)CCC(=O)NCc2ccc(Cl)cc2)cc1 returned INS promoter inh 9, SDO1 yeast rescue -0.91 and SDO1 yeast rescue Rescue 24 h -1.1.
Screening COc1cccc(OC)c1C(=O)N1CCOCC1 returned INS promoter inh 43, SDO1 yeast rescue 0.82 and SDO1 yeast rescue Rescue 24 h 0.48.
`CCCCCCCOC(=O)c1nc(Cl)c(Cl)c(N)c1Cl` gave INS promoter inh 9, SDO1 yeast rescue -1.4 and SDO1 yeast rescue Rescue 24 h -0.9.
Cc1cc(C)n(-c2ccc(Cl)c(C(=O)O)c2)n1 was read as INS promoter inh -24.
`Cn1c(=O)c2c(nc(SCC(=O)N(C3CCCCC3)C3CCCCC3)n2C)n(C)c1=O` gave INS promoter inh 50.
For COc1ccc(N2CCN(c3ncnc4c3nnn4Cc3ccccc3Cl)CC2)cc1 the results were INS promoter inh 8, SDO1 yeast rescue -1 and SDO1 yeast rescue Rescue 24 h 0.56.
Screening CC(C)C(=O)NC(=S)/C=C1/N(C)c2ccccc2C1(C)C returned INS promoter inh -85.
COc1ccc(Cn2c(N)c(C#N)c3nc4ccccc4nc32)cc1 was read as INS promoter inh 27, SDO1 yeast rescue -0.75 and SDO1 yeast rescue Rescue 24 h -0.61.
Screening CN(C)CCCNC(=O)c1ccc(/C=N/O)nc1 returned INS promoter inh -40.
Screening CCc1ccccc1NC1Nc2cc(C)nn2S1 (stereo not given) returned INS promoter inh 6.
`COCCNC(C)C(=O)C12CC3CC(CC(C3)C1)C2` (stereo not given) gave INS promoter inh 32, SDO1 yeast rescue -0.43 and SDO1 yeast rescue Rescue 24 h -0.85.
CCOC(=O)c1c(C)oc2c1c(C(c1ccccc1)N1CCOCC1)c(O)c1ccccc12 (stereo not given) was read as INS promoter inh 25, SDO1 yeast rescue -2.6 and SDO1 yeast rescue Rescue 24 h -1.8.
`CC(C)C(OC(=O)c1cccs1)C(=O)NCc1ccc2c(c1)OCO2` (stereo not given) gave INS promoter inh -27.
`Cc1ccc(C)c(S(=O)(=O)N2CCCOC2CNC(=O)C(=O)NCCCn2ccnc2)c1` (stereo not given) gave INS promoter inh 10, SDO1 yeast rescue 0.58 and SDO1 yeast rescue Rescue 24 h 0.66.
For Cc1ccc(NCc2nnc(SCC(=O)N3CCc4ccccc43)n2C)cc1 the results were INS promoter inh -3, SDO1 yeast rescue -0.72 and SDO1 yeast rescue Rescue 24 h -1.6.
For COc1ccc(CNc2nc(NCc3ccc(OC)cc3)n(C(=O)c3ccccc3[N+](=O)[O-])n2)cc1 the results were SDO1 yeast rescue -0.52 and SDO1 yeast rescue Rescue 24 h 0.64.
For Cc1ccc(/C=C2\C(=O)Nc3ccccc32)o1 the results were SDO1 yeast rescue -2.1 and SDO1 yeast rescue Rescue 24 h -1.8.
`Cc1ccc(S(=O)(=O)N(C)Cc2ccc(C(=O)N/N=C/c3ccc(OC(F)F)cc3OC(F)F)cc2)cc1` gave INS promoter inh -13, SDO1 yeast rescue -0.82 and SDO1 yeast rescue Rescue 24 h 0.26.
For O=c1c2ccccc2nc2n1C(CSCc1ccc(Cl)cc1Cl)CS2 (stereo not given) the results were INS promoter inh 0, SDO1 yeast rescue -0.57 and SDO1 yeast rescue Rescue 24 h -0.18.
CCn1cc(CN2CCc3c([nH]c4ccccc34)C2c2cccc(OC)c2OC)c(C)n1 (stereo not given) was read as INS promoter inh 42.
Screening Cc1ccnc(NC(=O)CSc2cc(=O)n(C)c3ccccc23)c1 returned SDO1 yeast rescue -0.88 and SDO1 yeast rescue Rescue 24 h -0.42.
Screening COc1ccc(N2CC(C(=O)OCC(=O)c3cccc(OC)c3)CC2=O)cc1 (stereo not given) returned INS promoter inh 21, SDO1 yeast rescue 0.97 and SDO1 yeast rescue Rescue 24 h 1.3.
Screening CCOC(=O)c1ccc(N2CC(O)=C(c3nc4ccccc4c(=O)[nH]3)C2=N)cc1 returned INS promoter inh -36, SDO1 yeast rescue -0.49 and SDO1 yeast rescue Rescue 24 h 0.1.
Screening COc1ccc(C(c2nnnn2Cc2ccc(F)cc2)N2CCN(c3ccccc3)CC2)cc1 (stereo not given) returned SDO1 yeast rescue -2 and SDO1 yeast rescue Rescue 24 h -0.94.
For CCCC(=O)NC(C)c1nc2ccccc2n1CC (stereo not given) the results were SDO1 yeast rescue -0.1 and SDO1 yeast rescue Rescue 24 h -0.84.
Screening C=CCC1(O)CC(c2ccco2)NC(c2ccco2)C1CCC (stereo not given) returned INS promoter inh -11, SDO1 yeast rescue -0.05 and SDO1 yeast rescue Rescue 24 h 0.53.
CNc1oc(C)nc1S(=O)(=O)c1ccccc1 was read as SDO1 yeast rescue 0.54 and SDO1 yeast rescue Rescue 24 h 1.1.
`O=C(CSc1nc2ccccc2s1)NNC(=S)Nc1ccc(Cl)cc1` gave INS promoter inh 59, SDO1 yeast rescue -0.09 and SDO1 yeast rescue Rescue 24 h -0.01.
`COc1cc(-c2nnc3sc(Cc4ccccc4)nn23)cc(OC)c1OC` gave SDO1 yeast rescue -1.1 and SDO1 yeast rescue Rescue 24 h -0.28.
Cc1ccc(-c2nn(-c3ccccc3)cc2CN(Cc2ccccc2)C(=O)c2ccco2)o1 was read as INS promoter inh -3, SDO1 yeast rescue -0.81 and SDO1 yeast rescue Rescue 24 h -0.36.
O=C(c1cc(-c2cccc(O)c2)on1)N1CCCCC1 was read as INS promoter inh 0, SDO1 yeast rescue 0.61 and SDO1 yeast rescue Rescue 24 h 0.03.
`CCc1ccc(NC(=S)N2CCN(c3cccc(C(F)(F)F)c3)CC2)cc1` gave INS promoter inh 0, SDO1 yeast rescue 2.1 and SDO1 yeast rescue Rescue 24 h 1.8.
`COc1ccc(NC(=O)C(NC(C)=O)C(=O)NCc2ccc(F)cc2)cc1` (stereo not given) gave INS promoter inh 26, SDO1 yeast rescue 0.31 and SDO1 yeast rescue Rescue 24 h -0.18.
`N#C/C(=C\c1ccc(-c2ccccc2)o1)C(=O)Nn1cnnc1` gave INS promoter inh 2, SDO1 yeast rescue 0.35 and SDO1 yeast rescue Rescue 24 h -0.62.
`CCN1CCN(C(=O)/C(C#N)=C/c2ccc(OC(F)F)cc2)CC1` gave INS promoter inh 36.
Screening CC(=O)N/N=C/c1cc(C)n(-c2ccc(Br)cc2)c1C returned INS promoter inh 44, SDO1 yeast rescue 0.8 and SDO1 yeast rescue Rescue 24 h 0.7.
Screening CN(CCCNC(=O)c1cccc(N2CCCC2=O)c1)c1ccccc1 returned INS promoter inh 39, SDO1 yeast rescue 1.3 and SDO1 yeast rescue Rescue 24 h 1.8.
Screening O=S(=O)(N1CCCCC1)N1CCNCC1 returned INS promoter inh 11, SDO1 yeast rescue -0.25 and SDO1 yeast rescue Rescue 24 h -0.84.

Five entries already listed, ordered by count of non-hydrogen atoms, falling.
`Cc1ccc(S(=O)(=O)N(C)Cc2ccc(C(=O)N/N=C/c3ccc(OC(F)F)cc3OC(F)F)cc2)cc1` gave INS promoter inh -13, SDO1 yeast rescue -0.82 and SDO1 yeast rescue Rescue 24 h 0.26.
`COCCNC(=O)CSC1=N/C(=C/c2ccc(Cl)c(Cl)c2)C(=O)N1c1ccccc1F` gave INS promoter inh 18, SDO1 yeast rescue -0.81 and SDO1 yeast rescue Rescue 24 h -0.06.
Screening CN(CCCNC(=O)c1cccc(N2CCCC2=O)c1)c1ccccc1 returned INS promoter inh 39, SDO1 yeast rescue 1.3 and SDO1 yeast rescue Rescue 24 h 1.8.
CCOC(=O)CSc1ncnc2c(C(=O)OCC)c3n(c12)CCC3 was read as INS promoter inh 28, SDO1 yeast rescue 0.31 and SDO1 yeast rescue Rescue 24 h -0.16.
`Cc1cc(F)ccc1NCc1cccnc1` gave INS promoter inh -22, SDO1 yeast rescue -0.27 and SDO1 yeast rescue Rescue 24 h -0.65.
